Bioassay records from PubChem.
ERp5 inh: inhibitors of human ERp5; ERp5 insulin aggregation, absorbance 650 nm, 90 min; inhibition, % at 9.99 µM; 350,000 tested, 0.05% active;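 active = mean replicate inhibition above about 25%, with every replicate also reaching it, limit read from the data, passing the limit was not always enough; inconclusive = only one of those two criteria met; inactive = neither criterion met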
Target sequence (Q15084 whole entry, looked up): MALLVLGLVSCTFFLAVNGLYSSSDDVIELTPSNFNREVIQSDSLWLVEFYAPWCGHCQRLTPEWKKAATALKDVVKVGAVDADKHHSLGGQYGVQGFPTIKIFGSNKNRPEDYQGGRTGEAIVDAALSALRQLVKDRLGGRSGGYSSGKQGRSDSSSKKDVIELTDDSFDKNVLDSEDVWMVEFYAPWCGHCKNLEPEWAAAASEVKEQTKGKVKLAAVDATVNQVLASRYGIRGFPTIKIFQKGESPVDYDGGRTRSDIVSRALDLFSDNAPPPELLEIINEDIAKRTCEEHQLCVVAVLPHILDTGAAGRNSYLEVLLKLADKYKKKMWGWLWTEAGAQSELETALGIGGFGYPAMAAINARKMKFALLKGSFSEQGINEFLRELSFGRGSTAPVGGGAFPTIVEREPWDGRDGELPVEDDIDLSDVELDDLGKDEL
SIRT5 block: blocks human SIRT5 desuccinylation of peptide; Q9NXA8; Purified SirT5, succinyl-peptide AMC, trypsin-coupled fluorescence; inhibition, % at 15 µM; 330,000 tested, 1.1% active; AID 652115; in the data active = inhibition above about 15%; inconclusive = no clear call, values can overlap the other calls
Target sequence (Q9NXA8 whole entry, looked up): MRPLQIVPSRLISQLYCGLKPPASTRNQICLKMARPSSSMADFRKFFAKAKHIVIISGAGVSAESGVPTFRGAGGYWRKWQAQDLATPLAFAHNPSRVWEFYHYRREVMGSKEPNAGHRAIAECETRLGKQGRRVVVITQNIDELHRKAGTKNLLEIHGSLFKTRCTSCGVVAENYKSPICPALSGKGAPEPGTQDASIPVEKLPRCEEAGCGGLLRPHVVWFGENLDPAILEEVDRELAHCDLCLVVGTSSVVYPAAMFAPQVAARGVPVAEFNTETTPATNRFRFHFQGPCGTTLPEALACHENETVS
The depositor's hits bear a star; u = inconclusive; & = joins results of further samples. Some of the compounds tested; the hit share may differ from the screen's.

Preview, 2 compounds:
ERp5 inh	SIRT5 block	mol
0	0	O=C(c1ccccc1)N1CC2(C1)[C@@H](c1ccccc1)[C@@H](CO)N2Cc1ccccn1
2	1	COC(=O)[C@@]12C[C@@H](CC(=O)N3CCOCC3)C(=O)N(Cc3cccc4ccccc34)C1=CCC(C)(C)C2

This part in full, repeating the preview:
ERp5 inh	SIRT5 block	mol
0	0	O=C(c1ccccc1)N1CC2(C1)[C@@H](c1ccccc1)[C@@H](CO)N2Cc1ccccn1
2	1	COC(=O)[C@@]12C[C@@H](CC(=O)N3CCOCC3)C(=O)N(Cc3cccc4ccccc34)C1=CCC(C)(C)C2
8	0	COc1ccc(C(=O)C[C@@H]2OC[C@H](C)N2S(=O)(=O)c2ccc(C)cc2)cc1OC
0	-1	Cc1ccc(-c2ccccc2[C@@H]2[C@H](C#N)N(c3ncc(-c4ccccc4)s3)[C@H]2CO)cc1
2	-5	COc1ccc2c(CC(=O)OCC(=O)Nc3ccccc3[N+](=O)[O-])coc2c1
-2	2	C[C@@H]1CN([C@@H](C)CO)C(=O)c2c(c3ccccc3n2C)-c2ccccc2CO[C@@H]1CN(C)C(=O)c1cc(Cl)cc(Cl)c1
-1	4	C=CCN1CC(COc2ccc(OC)cc2)OCCS1(=O)=O (stereo not drawn)
0	7	COc1cccc(C#Cc2ccc3c(c2)[C@H]2[C@H](CCN2C(=O)CC2CC2)[C@@H](CO)N3)c1
-4	-4	C[C@@H](NC(=O)[C@@H]1CCCN1C(=O)[C@@H]1CCCN1C(=O)c1ccc(Cl)cc1)c1ccccc1
-3	10	COc1cccc(NC(=O)N2CC(=O)N3[C@@H](CO)[C@@H](c4ccc(C#CC5CCCC5)cc4)[C@@H]3C2)c1
2	0	Cc1nc([N+](=O)[O-])cn1CC(=O)Nc1ccc2c(c1)OCO2
0	3	Cc1ccc(CN2CCNC(=O)C2CC(=O)N(C)C2CCCCC2)o1 (stereo not drawn)
2	1	COCCCNC(=O)CSc1ccsc1[N+](=O)[O-]
11	-7	COc1ccc2c3c(n(C)c2c1)[C@@H](CO)N(C(=O)c1cccnc1)CC31CCN(C)CC1
1	-2	CC(C)CC#Cc1ccc([C@H]2[C@H](CO)N3C(=O)CN(C(=O)Cc4cccnc4)C[C@@H]23)cc1
3	-4	COCC(=O)NC[C@H]1N[C@H](CO)[C@@H]1c1ccc(-c2ccccc2)cc1
1	5	Cc1nc(N2[C@H](CO)[C@H](c3ccccc3)[C@H]2CNCC2CCCCC2)sc1C
-3	1	CC(C)CC#Cc1ccc([C@@H]2[C@H]3CN(C(=O)NC4CCCCC4)CC(=O)N3[C@H]2CO)cc1
1	5	COc1ccc2c(c1)[C@@]1(OCCC=C[C@H]1C)C(=O)N2Cc1ccc(Br)cc1
2	1	CCCCCNC(=O)C(c1ccc(OC)cc1)n1c(=O)c(-c2cc3ccccc3[nH]2)nc2ccccc21 (stereo not drawn)

Given as labelled records: three of the compounds above
O=C(c1ccccc1)N1CC2(C1)[C@@H](c1ccccc1)[C@@H](CO)N2Cc1ccccn1
- ERp5 inh: 0
- SIRT5 block: 0
COC(=O)[C@@]12C[C@@H](CC(=O)N3CCOCC3)C(=O)N(Cc3cccc4ccccc34)C1=CCC(C)(C)C2
- ERp5 inh: 2
- SIRT5 block: 1
COc1ccc(C(=O)C[C@@H]2OC[C@H](C)N2S(=O)(=O)c2ccc(C)cc2)cc1OC
- ERp5 inh: 8
- SIRT5 block: 0

Other records:
ERp5 inh	SIRT5 block	mol
0	4	COc1ccc2c3c([nH]c2c1)[C@H](CO)N(C(=O)c1cccnc1)CC31CN(C(=O)c2cccnc2)C1
1	-6	CCOC(=S)SCC(=O)N1CCc2ccccc2C1C1C(=O)CCCC1=O (stereo not drawn)
-2	7	C[C@@H]1CN([C@@H](C)CO)C(=O)c2c(c3ccccc3n2C)-c2ccccc2CO[C@@H]1CN(C)Cc1ccc(Oc2ccccc2)cc1
-2	5	CC(C)(C)NC(=O)C(CCc1ccccc1)n1c(=O)c(-c2cc3ccccc3[nH]2)nc2ccccc21 (stereo not drawn)
-1	-2	COC(=O)c1ccc(C(=O)NCCCCO)cc1
-6	2	COC(=O)C1=C(C)NC(=S)NC1c1cccc(OC)c1 (stereo not drawn)
3	3	CS(=O)(=O)N1CC2(C1)[C@H](c1ccccc1)[C@H](CO)N2CC1CCCC1
-3	1	C/C=C/c1ccc([C@H]2[C@H]3CN(C(=O)Cc4cccnc4)CC(=O)N3[C@H]2CO)cc1
-4	-1	CN1C(=O)c2cc(NC(=O)C3CCCC3)ccc2OC[C@H]2O[C@@H](CC(=O)NCc3ccccc3F)CC[C@@H]21
0	5	O=C(C1CCOCC1)N1CC(=O)N2[C@H](C1)[C@@H](c1ccc(C#CC3CCCC3)cc1)[C@@H]2CO
1	-1	CCNC(=O)N(C)[C@H]1C[C@@H](c2ccccc2)N(C(C)=O)C[C@H]1CO
2	1	N#Cc1ccc(-c2ccc([C@@H]3[C@H]4CN(C(=O)Cc5ccccc5)CC(=O)N4[C@H]3CO)cc2)cc1
-13	-3	COc1ccc2c3c(n(C)c2c1)[C@H](CO)N(Cc1ccccc1OC)CC31CN(CC2CC2)C1
5	0	CCOC(=O)/C=C/C(=O)Nc1ccc(S(=O)(=O)N(C)c2ccccc2)cc1
1	6	CCOc1ccc(CCN2C(=O)C(=O)N([C@@H](CC(C)C)CN3CCC[C@H]3CN3C(=O)C(=O)NC[C@@H]3CC(C)C)C[C@@H]2CC(C)C)cc1
-2	3	CCCCOCCCNC(=O)C[C@@H]1C[C@@]2(C(=O)OC)CCCCC=C2N(Cc2ccc3c(c2)OCO3)C1=O
-1	-2	O=C(COC(=O)C1CC1)Nc1ccccc1Sc1ccccc1
2	12	Cc1ccc(S(=O)(=O)N(C)C[C@@H]2Oc3ncc(-c4ccncc4)cc3C(=O)N([C@H](C)CO)C[C@H]2C)cc1
-1	2	O=c1c(F)cn(C2CCCO2)c(=O)n1Cc1ccc(Cl)cc1 (stereo not drawn)
2	-3	CCOC(=O)[C@]12CCCC=C1N(Cc1ccccc1)C(=O)[C@H](CC(=O)NCCc1ccccc1OC)C2

Further structures follow:
ERp5 inh	SIRT5 block	mol
-2	1	CC(=O)N1CC2(C1)[C@H](c1ccc(-c3ccc(C#N)cc3)cc1)[C@H](CO)N2C(C)=O
-3	-3	Cc1ccccc1C(=O)N[C@@H](Cc1cccnc1)C(=O)N1CCC[C@H]1C(=O)NCCc1ccccc1Cl
3	-27	CN(C)CC(=O)N1[C@@H]2Cn3c(ccc(-c4cccnc4)c3=O)[C@H]1[C@@H](C(=O)NC1CCCC1)[C@@H]2CO
4	-4	CCCCn1nnnc1C(c1cc2ccccc2o1)N1CCN(C(=O)OCC)CC1 (stereo not drawn)
3	3	C/C=C/c1ccc([C@@H]2[C@H](CO)N3C(=O)CN(C(=O)Nc4ccc(OC)cc4)C[C@@H]23)cc1
-8	1	COc1ccc(/C(O)=C2/C(=O)C(=O)N(CCN(C)C)C2c2cccnc2)cc1OC (stereo not drawn)
4	-3	COc1ccc(CCNC(=O)Cn2cc(C(F)(F)F)cc(Cl)c2=O)cc1
-5	-4	COc1ccccc1Cc1c(-c2ccc(C)cc2)nc2ccc(C)cn12
1	10	Nc1n[nH]c2cc(=O)n(-c3ccc(Cl)cc3)nc12
6	0	COc1ccc(OC)c(NCCN2C(=O)c3ccccc3C2=O)c1
3	-4	CCCCn1nnnc1C(c1cc2ccccc2o1)N(CCN(C)C)Cc1ccccc1 (stereo not drawn)
5	0	N#C[C@H]1[C@@H](c2ccccc2-c2ccc(F)cc2)[C@@H](CO)N1C(=O)NC1CCCCC1
u	-2	COc1cccc(-c2ccc([C@H]3[C@@H](CO)N4C(=O)CN(C(=O)c5cccnc5)C[C@H]34)cc2)c1
3	8	COc1cccc(NC(=O)N2CC(=O)N3[C@H](CO)[C@@H](c4ccc(C#CC5CCCCC5)cc4)[C@@H]3C2)c1
2	-3	Nc1ccn([C@@H]2O[C@H](C(=O)N3CCN(Cc4ccccn4)CC3)[C@@H](O)[C@H]2O)c(=O)n1
-11	-7	O=C(c1ccccc1F)N1C[C@@H]2O[C@@H](CNS(=O)(=O)c3ccccc3)CC[C@@H]21
-7	-4	O=C(C1CC1)N1CC(=O)N2[C@H](CO)[C@@H](c3ccc(-c4ccccc4F)cc3)[C@@H]2C1
-1	1	CC(=O)N1C[C@@H](CO)[C@@H](N(C)C(=O)/C=C/c2ccccc2)C[C@H]1c1ccccc1
-7	1	COc1ccc2c3c([nH]c2c1)[C@H](CO)N(C(=O)Nc1ccc(F)cc1)CC31CCN(Cc2cc(F)ccc2F)CC1
3	-5	CCN(CC)c1ccc(N=Cc2cc(Br)ccc2O)cc1

Remaining list, next part
ERp5 inh	SIRT5 block	mol
-4	0	CCCNC(=O)N1[C@H](CO)[C@@H](c2ccccc2-c2ccc(F)cc2)[C@@H]1C#N
9	-1	O=C1NC[C@@H](CCCCN2CCN(CCc3ccc(O)cc3)C(=O)C2=O)N(CC2CCCCC2)C1=O
8	6	C[C@@H]1CCCCO[C@@H](CN(C)Cc2ccc(C(=O)Nc3ccccc3N)cc2)[C@@H](C)CN([C@H](C)CO)C(=O)c2cc(NC(=O)c3ccncc3)ccc2O1
-9	3	CCCNC(=O)[C@@H]1[C@@H](CO)[C@@H]2Cn3c(cccc3=O)[C@@H]2N1CC1CCCC1
-4	-3	COCC(=O)N1CC(=O)N2[C@H](C1)[C@@H](c1ccc(C#CCc3ccccc3)cc1)[C@@H]2CO
5	-1	COc1cc2[nH]c(=S)nc(Nc3ccc(NC(C)=O)cc3)c2cc1OC
-3	-6	CC(=O)Nc1ccc(S(=O)(=O)N2C(=O)c3cccc4cccc2c34)cc1
-3	-2	CCCc1nc2cc(C)c(Br)c(C)n2c1Cc1ccc(OC)cc1C
-4	-5	COc1cccc(NC(=O)C[C@@H]2CC[C@@H]3[C@H](COc4ccc(NC(=O)C5CCC5)cc4C(=O)N3C)O2)c1
0	0	O=C(N[C@H](C(=O)N1CCC[C@H]1C(=O)NCc1ccccc1)c1ccccc1)c1ccccc1
3	0	Cc1cc(N)n(-c2ccc([N+](=O)[O-])cc2)n1
-5	-78	CCNC(=O)[C@@H]1[C@@H](CO)[C@@H]2Cn3c(ccc(/C=C/c4ccccc4)c3=O)[C@H]1N2C(=O)C1CCCC1
3	5	COCC(=O)N1CCC2(CC1)CN(C(=O)c1ccccn1)[C@H](CO)c1c2c2ccc(OC)cc2n1C
-2	4	CS(=O)(=O)N1Cc2cc(C(=O)O)nc(-c3cccc(-c4ccccc4F)c3)c2[C@H]1CCO
4	1	CO[C@H]1CN(C)C(=O)c2ccc(NS(=O)(=O)c3cn(C)cn3)cc2OC[C@H](C)N(CC2CC2)C[C@@H]1C
3	0	O=C(C[C@@H]1CC[C@@H](NC(=O)Nc2ccccc2F)[C@H](CO)O1)NCc1ccc(-c2ccccc2)cc1
1	-2	OC[C@@H]1[C@H](c2ccccc2)C2(CN(CCC(F)(F)F)C2)N1Cc1nccs1
0	0	O=C(C[C@@H]1CC[C@H](NC(=O)Cc2cccnc2)[C@@H](CO)O1)Nc1ccccc1
-5	4	CO[C@H]1CN(C)C(=O)c2ccc(NC(C)=O)cc2OC[C@H](C)N(C(=O)C2CCOCC2)C[C@@H]1C
2	0	O=C(Nc1cccc(F)c1)N1CC(=O)N2[C@H](C1)[C@@H](c1ccc(-c3ccc(F)cc3)cc1)[C@@H]2CO

Following part.
ERp5 inh	SIRT5 block	mol
3	0	Cc1[nH]c2ccccc2c1C(=O)c1cc(Cc2ccccc2)sc1N
-3	-10	CCCCNC(=O)C1c2ccccc2OCC(=O)N1Cc1ccco1 (stereo not drawn)
-5	-3	Cc1noc(C)c1S(=O)(=O)N(C)C[C@H]1Oc2ccc(NC(=O)CCN3CCOCC3)cc2CC(=O)N([C@@H](C)CO)C[C@H]1C
0	-5	CCC(=O)Nc1ccc(S(=O)(=O)N2CCC(c3nc4ccccc4[nH]3)CC2)cc1
3&2	5&4	Cc1ccccc1S(=O)(=O)N1[C@@H]2CNC[C@H]1C2c1ccc(-c2ccncc2)cc1 (stereo partly drawn)
9	-1	Cn1c(SCC(=O)NCc2ccc(F)cc2)nc2c([nH]c3ccccc32)c1=O
1	-1	O=C(Nc1c(Cl)cccc1Cl)Oc1cccc2cccnc12
-77	0	O=C(CNC(=O)c1cccc(F)c1)N/N=C/c1cc(Br)ccc1OCc1ccccc1
-2	-3	CS(=O)(=O)Nc1ccc2c(c1)[C@@H]1C[C@@H](CC(=O)O)O[C@H](CO)[C@@H]1O2
-4	-33	CC(=O)N1[C@@H]2Cn3c(ccc(-c4cccc(F)c4)c3=O)[C@H]1[C@@H](C(=O)NCCCN(C)C)[C@@H]2CO
4	8	CCS(=O)(=O)N1CCC2(CC1)CN(C(=O)Nc1c(C)noc1C)[C@H](CO)c1[nH]c3cc(OC)ccc3c12
4	0	COCC(=O)N1[C@@H]2c3cccc(=O)n3C[C@@H]2[C@@H](CO)[C@@H]1C(=O)NCc1ccccc1Cl
-1	24*	C[C@H]1CN([C@@H](C)CO)C(=O)c2cccc(NC(=O)CCCCCC(=O)Nc3ccccc3N)c2O[C@@H]1CN(C)Cc1ccc(Oc2ccccc2)cc1
-5	0	COC(=O)[C@]12CCCCC=C1N(Cc1ccc(Cl)cc1Cl)C(=O)[C@H](CC(=O)NCc1ccc(C)o1)C2
1	-6	Cc1cc(Cl)c(S(=O)(=O)Nc2cc(S(=O)(=O)N3CCOCC3)ccc2F)cc1OCC(N)=O

Entries of single compounds, quoted from the list:
O=C(Nc1c(Cl)cccc1Cl)Oc1cccc2cccnc12 in the list: ERp5 inh = 1; SIRT5 block = -1
CC(=O)N1[C@@H]2Cn3c(ccc(-c4cccc(F)c4)c3=O)[C@H]1[C@@H](C(=O)NCCCN(C)C)[C@@H]2CO in the list: ERp5 inh = -4; SIRT5 block = -33
Cc1[nH]c2ccccc2c1C(=O)c1cc(Cc2ccccc2)sc1N in the list: ERp5 inh = 3; SIRT5 block = 0
